Screening results: PubChem, several laboratories
PriA SSB inh – K. pneumoniae PriA-SSBct interaction inhibition | AID 1272365 | 0.6% of 430,000 active | AlphaScreen SSBct-PriA binding, biotinylated peptide | inhibition, % at 33 µM; in the data active means inhibition mostly above about 37%, no sharp cut-off; inactive means mostly below about 20%;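 further: plate controls were negative control peptide for no effect and reference peptide for full effect; strong numbers were not always called active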
PfHsp40 rescue – restores yeast growth despite PfHsp40 toxicity; growth rescue, % at 12.5 µM; AID 504582; S. cerevisiae expressing PfHsp40, growth rescue, ATP luminescence; 0.68% of 340,000 active; in the data active means growth rescue above about 28%, passing the limit was not always enough; inconclusive means no clear call, values can overlap the other calls;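 further: yeast W303a lacking pdr1 and pdr3 grown in galactose medium; growth measured after three days at 30 °C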
SARS 3CLpro inh – SARS-CoV 3CLpro protease inhibition; P0C6X7; recombinant SARS-CoV 3CLpro, quenched FRET peptide cleavage; inhibition, % at 6 µM; 0.14% of 290,000 active; AID 1706; in the data active means inhibition above about 12%
Yp Topo-I inh – Y. pestis Topo-I inhibition via cleavage products | 0.064% of 360,000 active | activity, % at 10 µM | Y. pestis Topo-I cleavage product accumulation, plate reader | AID 504884; in the data active means activity above about 50%, passing the limit was not always enough; inconclusive means no clear call, values can overlap the other calls; further: inactives centre near 2
Vc quorum ag – induces V. cholerae light production without autoinducers | V. cholerae BH1578 lux reporter, luminescence, 6 h | activation, % at 18.7 µM | 0.16% of 350,000 active; in the data active means activation mostly above about 9.7%, no sharp cut-off; inconclusive means no clear call, values can overlap the other calls; inactive means mostly below about 3.7%; further: not every result past the cut was called active; inactives centre near 0; reference of the scale not given here
DUSP3 inh – DUSP3 (human) phosphatase inhibition | inhibition, % at 13.3 µM | recombinant VHR phosphatase, pNPP absorbance | 0.52% of 290,000 active; in the data active means inhibition above about 50%; further: some compounds called inactive have numbers as strong as hits
Target sequence (P51452 whole entry, looked up): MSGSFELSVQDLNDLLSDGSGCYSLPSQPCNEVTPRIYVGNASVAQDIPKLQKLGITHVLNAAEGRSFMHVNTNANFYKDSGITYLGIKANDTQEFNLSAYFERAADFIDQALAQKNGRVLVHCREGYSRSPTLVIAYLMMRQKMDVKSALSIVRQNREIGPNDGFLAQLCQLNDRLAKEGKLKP
BoNT A protease – inhibitors of Botulinum neurotoxin A light chain protease | multiplex microsphere protease substrate cleavage, flow cytometry | inhibition, % at 10 µM | 0.17% of 360,000 active; further: plate controls were buffer without enzyme for full effect and enzyme alone for no effect
Anthrax LF prot – inhibitors of Bacillus anthracis lethal factor protease; P15917; AID 588501; 0.12% of 360,000 active; multiplex microsphere protease cleavage assay, LF; inhibition, % at 10 µM; further: plate controls were buffer without enzyme for full effect and enzyme alone for no effect
Target sequence (P15917 whole entry, looked up): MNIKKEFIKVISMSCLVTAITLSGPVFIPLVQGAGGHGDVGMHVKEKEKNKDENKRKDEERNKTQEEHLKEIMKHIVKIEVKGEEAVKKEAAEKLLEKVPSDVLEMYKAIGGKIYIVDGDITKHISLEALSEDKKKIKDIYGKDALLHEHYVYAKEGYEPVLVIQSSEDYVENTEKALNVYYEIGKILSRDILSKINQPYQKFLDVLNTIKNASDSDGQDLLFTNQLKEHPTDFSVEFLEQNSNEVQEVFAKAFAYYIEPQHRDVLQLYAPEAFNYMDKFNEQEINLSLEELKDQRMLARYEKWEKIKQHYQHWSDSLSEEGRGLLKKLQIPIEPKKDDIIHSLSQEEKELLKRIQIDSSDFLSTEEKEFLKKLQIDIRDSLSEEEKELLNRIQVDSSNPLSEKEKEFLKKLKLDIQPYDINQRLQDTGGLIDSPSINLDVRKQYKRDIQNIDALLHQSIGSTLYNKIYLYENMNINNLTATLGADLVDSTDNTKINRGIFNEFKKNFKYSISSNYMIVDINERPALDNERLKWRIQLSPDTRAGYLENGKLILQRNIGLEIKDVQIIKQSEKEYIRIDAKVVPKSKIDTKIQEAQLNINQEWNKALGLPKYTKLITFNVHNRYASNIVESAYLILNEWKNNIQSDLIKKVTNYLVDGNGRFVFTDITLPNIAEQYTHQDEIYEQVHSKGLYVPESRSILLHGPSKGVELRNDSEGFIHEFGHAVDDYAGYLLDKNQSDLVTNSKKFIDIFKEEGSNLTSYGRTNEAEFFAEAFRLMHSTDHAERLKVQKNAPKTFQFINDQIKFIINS
TcdB GH inh – TcdB glycohydrolase inhibition; inhibition, % at 9.99 µM; TcdB glycohydrolase enzymatic assay, plate reader; 0.24% of 350,000 active; P18177; in the data active means inhibition above about 10%
CCHF vOTU inh – CCHFV vOTU protease inhibition | inhibition, % at 11.5 µM | Pep-AMC fluorescence | 0.55% of 370,000 active | AID 651958; in the data active means inhibition above about 30%; further: 0% = vehicle wells with enzyme and 100% = no enzyme wells
* marks the source's active call; other numbers are inactive results; i = inactive; ? = inconclusive; nt = not tested or not shown; & = joins results of further samples. Unless noted, no stated cut-off is given here; in the data, active means inhibition above about 30%; inconclusive means no clear call, values can overlap the other calls; inactive means below that. This is a subset, so the mix of outcomes need not match the whole.

Compound	PriA SSB inh	PfHsp40 rescue	SARS 3CLpro inh	Yp Topo-I inh	Vc quorum ag	DUSP3 inh	BoNT A protease	Anthrax LF prot	TcdB GH inh	CCHF vOTU inh
CCCCCC1CC(CC#CCN2CCOCC2)C(=O)O1 (stereo unspecified)	-10	-0.8	-3	-2	-0.7	18	4.5	-1	-8.9	0
COC(=O)[C@H](C)NC(=O)NCc1ccccc1	-12	-0.1	-4	-11	i	-3	1.2	12	0.1	-7
CC(C)CCNC(=O)CN(Cc1ccco1)C(=O)c1snc(C(N)=O)c1N	-13	-1.0	4	2	-0.3	38	-0.7	-5	-0.9	-12
Cc1[nH]nc(SCC(=O)NCc2ccc(Cl)cc2)c1[N+](=O)[O-]	3	0.4	4	-12	-0.6	-2	-0.1	-2	nt	-7
CCNS(=O)(=O)c1ccc(CCC(=O)N2CCN(C(=O)OCC)CC2)cc1	-16	-2.0	6	-3	i	-4	-0.6	-11	2.0	-6
COCCNC(=O)C1(C)CCN(C(=O)Cc2ccc(OC)c(OC)c2)C1 (stereo unspecified)	nt	nt	nt	-3	-0.6	nt	0.1	0	-0.1	10
COc1ccc(CNC(=O)/C=C/c2cc([N+](=O)[O-])ccc2OC(F)F)cc1OC	-8	-0.1	-3	8	i	26	?	-13	nt	-10
CC(C)c1ccc(C2(O)C(=O)Nc3cc(Br)ccc32)c(O)c1 (stereo unspecified)	8	0.1	3	-4	i	3	-1.8	-3	2.8	16
COc1ccccc1NCC(O)COc1ccc(C(C)(C)C)cc1 (stereo unspecified)	13	6.4	5	8	-2.1	15	0.4	-4	1.7	17
c1ccc(COc2ccccc2CNC2CCCC2)cc1	-11	-1.6	3	10	0.4	17	0.3	-2	0.9	-4
O=C(O)CCC1COc2ccccc2O1 (stereo unspecified)	-16	-1.5	-6	5	-1.2	9	0.3	-1	nt	25
O=C(Cn1cccc(C(F)(F)F)c1=O)c1ccc(Cl)cc1	-3	-0.9	4	-1	-0.7	8	-0.9	-16	2.0	-2
COC(=O)Cn1c(=NC(=O)c2ccc(OC)c(OC)c2)sc2cc(OC)ccc21	-26	0.1	1	0	0.0	3	-0.3	-1	0.5	0
CCc1ccc(CN(C)C(=O)c2cccc(S(=O)(=O)Nc3ccccc3OC)c2)cc1	-12	0.3	nt	17	-1.2	nt	3.6	2	3.1	9
O=S(=O)(c1ccc(OCC(O)CN2CCN(c3ccc(F)cc3)CC2)cc1)N1CCOCC1 (stereo unspecified)	-3	0.7	3	15	-11	23	-0.6	-5	nt	18
O=C(Nc1ccc(C(=O)NCc2ccc(F)cc2)cc1)C1=CSCCO1	-4	-1.3	1	-10	-0.6	18	-0.1	-3	1.0	2
Cc1nn(C(C)C(=O)O)c(C)c1[N+](=O)[O-] (stereo unspecified)	-8	0.2	4	1	-0.3	34	-0.3	-1	0.4	-3
O=C(COC(=O)C1CC2C=CC1C2)NCc1ccco1 (stereo unspecified)	-3	0.3	-3	3	i	-4	0.6	-1	nt	-4
COC(=O)Nc1ccc(S(=O)(=O)N2CCCC(C(=O)N3CCCCCC3)C2)cc1 (stereo unspecified)	1	-0.7	-1	6	-0.2	31	0.4	-1	-1.0	-5
CCC(=O)N(CCC(c1ccco1)C(C)C)Cc1ccccc1 (stereo unspecified)	-8	-0.4	5	8	-0.2	-15	0.5	11	4.1	5
O=C(O)c1ccccc1-c1nc2ccccc2[nH]1	-8&-32	-1.5	1	6	-0.3	11	0.3	0	0.0	-16
CN(C)P(=O)(C(Cl)=C(N1CCCCC1)N1CCCCC1)N(C)C	-9	-1.1	1	15	i	18	0.4	1	1.0	8
Cc1nc2cc(N3CCCCC3)c(NC(=O)c3cccnc3)cc2c(=O)n1Cc1ccccc1	-8	1.1	0	19	-0.4	18	-0.8	-6	nt	8
Cn1ccnc1SCC(=O)c1cc2ccccc2o1	9	0.2	3	-1	i	-10	18	17	nt	9
COc1ccc(-c2ccc(CCC(=O)O)n2NC(N)=O)cc1	-5	-1.2	-6	-1	i	24	0.6	-2	0.7	-8
COc1cc(S(=O)(=O)N2CCOCC2)cc(C(=O)NCC(c2cccs2)N2CCOCC2)c1OC (stereo unspecified)	-10	-0.5	nt	8	i	nt	-0.3	-4	-0.4	-15
CCN(CC)c1ncnc2c1ncn2[C@H]1CN(Cc2cccnc2)C[C@@H](CO)O1	nt	nt	nt	2	-0.7	nt	-0.5	-2	-1.4	18
O=C(Oc1cccc2ccccc12)C1CC1	-8	-0.3	1	6	-0.6	13	0.8	-11	1.5	-6
Cc1ccc(CCNC(=O)C2CCCN(S(=O)(=O)N3CC(C)CC(C)C3)C2)cc1 (stereo unspecified)	-13	-1.4	0	16	-7.3	5	1.4	0	1.5	-4
COC(=O)c1cc(C#N)c(NCc2ccc(Cl)cc2Cl)nc1C	-12	0.1	2	-5	-0.4	44	-0.1	-2	nt	3
O=C1NC[C@@H](CCCCN2C[C@H](Cc3ccccc3)N(Cc3ccccc3)C(=O)C2=O)N(CC2CCCCC2)C1=O	nt	nt	nt	nt	nt	nt	-0.1	6	-0.4	18
COc1ccc(-c2cnc3c(NC=O)cc(-c4ccc(C(=O)N5CCOCC5)cc4)cn23)cc1OC	nt	nt	nt	5	i	nt	0.1	-7	1.8	-3

Later entries.
mol	PriA SSB inh	PfHsp40 rescue	SARS 3CLpro inh	Yp Topo-I inh	Vc quorum ag	DUSP3 inh	BoNT A protease	Anthrax LF prot	TcdB GH inh	CCHF vOTU inh
O=C(/C(C=Nc1ccc(Br)cc1)=C(/O)c1ccco1)C(F)(F)F	nt	6.4	-1	1	3.5	5	-0.1	0	-0.4	6
CCc1ccc(-c2cc3c(=O)n(CC(=O)NCCN4CCCCC4C)nc(C)n3n2)cc1 (stereo unspecified)	6	0.3	0	4	0.7	-6	0.2	-4	-0.9	12
O=[N+]([O-])c1ccc(N2CCN(c3ccccc3F)CC2)nc1	-4	-0.7	-4	-1	-0.6	11	-2.5	-9	0.3	25
O=C1C(=O)C(c2ccccc2)C(=O)C1c1ccccc1 (stereo unspecified)	-3	4.1	nt	-8	i	nt	0.2	-5	-0.5	6
COCCn1c(C)cc(C(=O)CN2C(=O)C(=O)N(CCC3=CCCCC3)C2=O)c1C	nt	nt	nt	24	i	nt	-0.3	0	1.5	6
O=[N+]([O-])c1ccc(N2CCCCC2)cc1SCCO	1	-0.1	-1	-7	-1.6	7	-0.5	-6	1.4	-5
COc1cc2c(cc1OC)C(c1cccc([N+](=O)[O-])c1)N(C(=O)c1ccccc1C(=O)O)CC2 (stereo unspecified)	8	2.3	0	10	i	19	0.6	-8	-1.9	-8
COc1ccc(-c2nnn(CCC(=O)O)n2)cc1	-19	-0.3	0	3	i	19	0.4	2	nt	7
CC1=NN(c2ccc(C)cc2C)C(=O)C1C(c1ccccc1)C1C(=O)N(c2ccc(C)cc2C)N=C1C (stereo unspecified)	-3	-1.1	1	3	i	3	0.9	-1	nt	nt
COC(=O)[C@]1(C)CCC[C@@]2(C)C3CC[C@]4(OC(C)=O)C[C@@]3(CCC21)CC4=O (stereo partly specified)	-3	-1.0	nt	15	-8.1	nt	-0.1	-4	2.2	7
CN(C)C(=O)Cn1c(SCC(=O)NCc2ccc3c(c2)OCO3)nc2ccccc21	-9	-0.1	5	-1	-0.3	4	0.0	-2	nt	2
C=C(C)n1c(=O)n(Cc2ccccc2C)c2ccccc21	-12	-0.6	3	8	i	nt	0.7	9	0.8	17
O=C(CN1CCN(c2ccccn2)CC1)NC1CCCC1	2	-0.6	0	-6	-17	19	-0.5	4	nt	-9
CCOc1ccc(C(=O)Nc2c3c(nn2-c2ccccc2)CS(=O)(=O)C3)cc1	-15	14	-2	7	i	10	1.7	1	0.0	12
COC(=O)c1ccc(C(=O)OC)c(NC(=S)N2CCN(c3ccccc3)CC2)c1	12	3.7	-1	-5	i	36	-1.2	-3	nt	-62
CC(=O)Nc1ccc(S(=O)(=O)N(Cc2ccco2)Cc2cc3ccccc3[nH]c2=O)cc1	6	0.5	-5	13	-0.4	18	0.5	-2	2.1	11
CCCCN1C(=O)C(CC(=O)NCC)SC1=Nc1ccccc1 (stereo unspecified)	-21	-1.4	-4	-2	-2.6	18	-0.4	6	nt	-11
CC(C#N)(NC(=O)CN1CCN(S(=O)(=O)c2cc(C(F)(F)F)ccc2Cl)CC1)C1CC1 (stereo unspecified)	-4	-0.4	nt	-8	-0.6	nt	nt	nt	0.0	15
COc1ccc(-c2noc(-c3cccnc3)n2)cc1OC	3	0.3	-2	-13	0.0	15	-0.4	0	0.1	-14
COc1cccc(CNC(=O)C2CCN(S(=O)(=O)c3ccc4c(c3)CC(C)N4C(C)=O)CC2)c1 (stereo unspecified)	-12	0.8	0	-1	-0.3	21	0.4	2	1.9	-3
CCOc1ccc(S(=O)(=O)N2CCN(C(=O)c3sccc3C)CC2)cc1	-4	2.2	-7	13	nt	16	0.7	4	2.1	-11
C[C@@H]1CN([C@H](C)CO)C(=O)c2c(c3ccccc3n2C)-c2ccccc2CO[C@@H]1CN(C)C(=O)Nc1ccccc1C(F)(F)F	nt	nt	nt	4	-0.4	nt	-0.1	0	2.3&-0.1	11
COc1ccc(NC(=O)/C(C#N)=C/c2ccc(-c3ccccc3C(=O)O)o2)cc1	6	0.2	-2	8	-1.3	-18	0.9	1	-1.5	17
COc1ccccc1N1CCN(C(c2ccc(F)cc2)c2nnnn2C(C)C)CC1 (stereo unspecified)	4	0.2	-1	27	i	36	0.1	1	nt	3
Nc1n[nH]c(C(F)(F)F)c1-c1ccccc1	-29&-3&-8	0.3	2	-8	-0.5	1	-0.4	-2	1.2	-9
CCOc1ccc(N(CC(=O)NCc2ccc(OC)cc2)S(C)(=O)=O)cc1	0	-1.2	2	4	-0.3	-8	0.0	4	0.4	-17

Four entries from above, with two lines to a compound.
Screens in order: PriA SSB inh | PfHsp40 rescue | SARS 3CLpro inh | Yp Topo-I inh | Vc quorum ag | DUSP3 inh | BoNT A protease | Anthrax LF prot | TcdB GH inh | CCHF vOTU inh
COc1ccc(NC(=O)/C(C#N)=C/c2ccc(-c3ccccc3C(=O)O)o2)cc1
  6 | 0.2 | -2 | 8 | -1.3 | -18 | 0.9 | 1 | -1.5 | 17
COc1ccccc1N1CCN(C(c2ccc(F)cc2)c2nnnn2C(C)C)CC1 (stereo unspecified)
  4 | 0.2 | -1 | 27 | i | 36 | 0.1 | 1 | nt | 3
Nc1n[nH]c(C(F)(F)F)c1-c1ccccc1
  -29&-3&-8 | 0.3 | 2 | -8 | -0.5 | 1 | -0.4 | -2 | 1.2 | -9
CCOc1ccc(N(CC(=O)NCc2ccc(OC)cc2)S(C)(=O)=O)cc1
  0 | -1.2 | 2 | 4 | -0.3 | -8 | 0.0 | 4 | 0.4 | -17
